dFosB activator: activators of delta FosB homodimer, primary screen, biochemical, fluorescence polarization, TAMRA-CDK5 oligo, single point | purified delta FosB; percent of positive-control signal above neutral wells | activation, % at 25 µM | actives 0.99% (n = 340,000);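 active = mean activation above about 17%, with every replicate also reaching it, limit read from the data, passing the limit was not always enough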;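 note: fluorescence polarization rise as delta FosB binds a TAMRA Cdk5 AP-1 oligo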
SR-BI uptake up: activators of SR-BI mediated DiI-HDL uptake, primary screen, ldlA[mSR-BI] CHO cells, DiI fluorescence. 3 h; 100 = double the neutral-control signal. activation, % at 12.5 µM. actives 0.096% (n = 320,000);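 active = mean replicate activation of at least 60% and every replicate at or above 60%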;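 note: 0% = median plate neutral-control signal and 100% = twice that signal; values of inactives mirror those of a sister screen read the other way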
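material = CHO ldlA[mSR-BI] cells | medium = Ham's F12 with 0.5% BSA, HEPES 25 mM, pH 7.4 | reagent = fluorescent DiI-HDL, 10 µg/mL final | compound dosing = single-point compound dose | incubation = 3 h, 37 °C | measured by = bottom-read fluorescence, 550/595 nm | measure = HDL uptake via cellular fluorescence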
CDK5 inh: inhibitors of human CDK5/p35 kinase, primary screen, biochemical, single concentration. Recombinant CDK5/p35, ADP-Glo luminescence, 60 min. actives 0.01% (n = 330,000). inhibition, % at 10 µM. Cyclin-dependent kinase 5 (Homo sapiens) + Cyclin-dependent kinase 5 activator 1 (Homo …;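 active = highest replicate inhibition of at least 50% and at least 75% of replicates reaching 50%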;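 note: plate controls were DMSO neutral control for no effect and GW8510 at 10 µM for full effect; many of its hits are not listed in these tables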
MITF act: activators of MITF-driven TRPM1 promoter reporter, primary screen, cell-based, SK-MEL-5, luciferase, single point | SK-MEL-5 TRPM1-promoter luciferase, 24 h; % of positive control, neutral wells = 0 | activation, % at 12.5 µM | actives 0.75% (n = 300,000);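 active = mean activation of at least 80% with every replicate also reaching 80%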;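 note: 0% = neutral control wells and 100% = parthenolide positive control wells; values of inactives mirror those of a sister screen read the other way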
SR-BI DiI inh: inhibitors of SR-BI mediated HDL lipid uptake, primary screen, ldlA[mSR-BI] cells, fluorescence, single point. actives 0.96% (n = 320,000). inhibition, % at 12.5 µM. ldlA[mSR-BI] CHO cells, DiI-HDL uptake fluorescence, 3 h. AID 488896, 2010;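 active = mean replicate inhibition of at least 70% and a set share of replicates each scoring 70 or more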;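 note: 0% = median of neutral control wells and 100% = median of positive control wells; values of inactives mirror those of a sister screen read the other way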
Target sequence (Q61009 whole entry, looked up): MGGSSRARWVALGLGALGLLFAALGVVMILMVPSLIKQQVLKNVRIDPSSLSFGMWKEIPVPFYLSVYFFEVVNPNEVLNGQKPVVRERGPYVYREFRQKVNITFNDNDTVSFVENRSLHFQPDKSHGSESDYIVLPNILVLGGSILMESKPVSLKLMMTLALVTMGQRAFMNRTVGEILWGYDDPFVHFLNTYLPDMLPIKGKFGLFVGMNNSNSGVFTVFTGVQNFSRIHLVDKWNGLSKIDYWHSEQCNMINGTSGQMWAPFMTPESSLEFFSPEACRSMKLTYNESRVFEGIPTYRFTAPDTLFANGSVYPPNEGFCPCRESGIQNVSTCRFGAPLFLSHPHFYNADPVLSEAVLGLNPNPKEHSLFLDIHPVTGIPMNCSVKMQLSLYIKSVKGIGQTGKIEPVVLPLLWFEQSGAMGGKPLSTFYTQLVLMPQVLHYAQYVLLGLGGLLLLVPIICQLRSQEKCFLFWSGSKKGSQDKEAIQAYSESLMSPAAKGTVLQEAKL
HTR5A ag: HTR5A agonists in luminescence cell assay, primary screen, counter-screen for OPRM1-OPRD1 heterodimer agonist project, full-deck HTS. activation, % at 9.3 µM. cell-based. 5-hydroxytryptamine receptor 5A (Homo sapiens), P47898. actives 0.61% (n = 340,000); in the data active = activation mostly above about 9.5%, no sharp cut-off; inactive = mostly below about 7.6%;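 note: 0% = cells with vehicle only and 100% = reference agonist; strong numbers were not always called active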
Target sequence (P47898 whole entry, looked up): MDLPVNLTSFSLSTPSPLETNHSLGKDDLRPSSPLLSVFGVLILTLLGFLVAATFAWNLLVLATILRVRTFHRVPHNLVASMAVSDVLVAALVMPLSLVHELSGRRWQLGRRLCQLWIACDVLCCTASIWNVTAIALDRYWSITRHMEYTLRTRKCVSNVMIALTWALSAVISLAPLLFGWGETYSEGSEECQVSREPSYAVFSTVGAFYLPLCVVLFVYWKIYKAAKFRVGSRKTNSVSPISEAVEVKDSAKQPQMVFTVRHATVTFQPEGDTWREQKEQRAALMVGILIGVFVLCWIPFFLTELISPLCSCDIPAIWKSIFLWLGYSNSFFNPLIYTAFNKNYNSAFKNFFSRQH
RTF Ca sens act: cardiac RTF calcium sensitivity activators, primary screen, biochemical, IANBD-TnC fluorescence, EC20 calcium; Troponin I, cardiac muscle (Homo sapiens) + Troponin T, cardiac muscle (Homo sapiens) + …; activation, % at 7.2 µM; actives 0.24% (n = 340,000); IANBD-labeled TnC RTF fluorescence at EC20 calcium; 0% EC20 calcium, 100% full calcium;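 active = activation above the mean over all tested compounds plus 3 SD, cut at about 30% in these data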;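 note: rise in fluorescence read as greater calcium sensitivity of cardiac thin filaments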
Wnt act: Wnt/beta-catenin pathway activators, primary screen, cell-based, plate reader, single point; Wnt/beta-catenin reporter cell assay, activator; activation, % at 9.35 µM; actives 1.2% (n = 300,000); AID 743398, 2014; in the data active = activation above about 30%, passing the limit was not always enough;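 note: 0% = neutral control wells and 100% = positive control wells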
PvdQ inh: P. aeruginosa PvdQ acylase inhibitors, primary screen, biochemical, fluorescence, plate reader and imaging, single point; purified PvdQ acylase; inhibition, % at 10 µM; actives 0.063% (n = 340,000); AID 488965, 2010; in the data active = inhibition above about 30%, passing the limit was not always enough;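 note: 0% = vehicle neutral wells and 100% = reference inhibitor wells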
Rtt109 Vps75: inhibitors of C. albicans Rtt109/Vps75 HAT, primary screen, biochemical, ThioGlo CoA-SH fluorescence, plate reader | AID 540336, 2011 | inhibition, % at 34.9 µM | purified Rtt109/Vps75, 4 h | actives 0.16% (n = 330,000);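 active = inhibition of at least 50% in every replicate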
The depositor's hits bear a star.

Screening COc1ccccc1C1C(C(C)=O)=C(O)C(=O)N1c1ccc(O)cc1 (stereo not given) returned dFosB activator 0.9, SR-BI uptake up 4.6, CDK5 inh -5.4, SR-BI DiI inh -4.6, HTR5A ag -0.2, RTF Ca sens act -4.7, Wnt act 0.6, PvdQ inh -8.7 and Rtt109 Vps75 2.1.
COc1cc(OC)cc(C(=O)N2CCN(Cc3cccc(F)c3)CC2)c1 was read as dFosB activator 2.9, SR-BI uptake up 21.9, CDK5 inh -0.1, SR-BI DiI inh -21.9, HTR5A ag -3.8, RTF Ca sens act 1.8, Wnt act -4.1 and PvdQ inh 5.8.
For CCN(CC)S(=O)(=O)c1ccc2[nH]c(=O)cc(C(=O)NCC(c3ccco3)N3CCCC3)c2c1 (stereo not given) the results were dFosB activator -10.2, SR-BI uptake up -9.7, CDK5 inh -0.3, MITF act 1.6, SR-BI DiI inh 9.7, HTR5A ag 0.8, RTF Ca sens act -4.9, Wnt act -3.9, PvdQ inh -9.8 and Rtt109 Vps75 0.2.
`O=C(NCCc1ccccc1)C1CCC(CNS(=O)(=O)c2ccccc2)CC1` (stereo not given) gave dFosB activator -6.7, SR-BI uptake up -25.1, CDK5 inh -0.4, MITF act 8.7, SR-BI DiI inh 25.1, HTR5A ag 2.3, RTF Ca sens act -0.7, Wnt act -0.9, PvdQ inh 10.1 and Rtt109 Vps75 -0.3.
`O=C(c1ccco1)N1CCC(c2nc3ccccc3[nH]2)CC1` gave dFosB activator -2.7, SR-BI uptake up 15.5, CDK5 inh 0.5, MITF act -4.9, SR-BI DiI inh -15.5, HTR5A ag 2.8, RTF Ca sens act -3.9, Wnt act -3.5, PvdQ inh -17.8 and Rtt109 Vps75 1.5.
Screening COc1ccc(S(=O)(=O)NCC(=O)N(CC(=O)NCC2CCCO2)c2cc(C)ccc2C)cc1 (stereo not given) returned dFosB activator -9.8, SR-BI uptake up 3.7, CDK5 inh -1.7, MITF act -0.2, SR-BI DiI inh -3.7, HTR5A ag 2.1, RTF Ca sens act -2.1, PvdQ inh -4.4 and Rtt109 Vps75 -5.0.
For COc1ccc(C(=O)Nc2ccc(S(=O)(=O)N3CCOCC3)cc2)cc1[N+](=O)[O-] the results were dFosB activator 1.9, SR-BI uptake up -39.9, CDK5 inh -1.7, SR-BI DiI inh 39.9, HTR5A ag -1.7, RTF Ca sens act -8.0, Wnt act -0.4, PvdQ inh -6.2 and Rtt109 Vps75 -2.0.
For Cc1cc2c(cc1C)C(c1cccc(F)c1)CC(=O)N2 (stereo not given) the results were dFosB activator -6.8, SR-BI uptake up -17.1, CDK5 inh 0.1, MITF act -1.1, SR-BI DiI inh 17.1, HTR5A ag 2.6, RTF Ca sens act -5.3, Wnt act 1.4, PvdQ inh -11.9 and Rtt109 Vps75 0.6.
Screening COc1cccc(-c2cc(C(F)(F)F)nc(-n3ccc([N+](=O)[O-])n3)n2)c1 returned dFosB activator 6.5, CDK5 inh -1.4, MITF act -6.7, HTR5A ag -1.4, RTF Ca sens act -5.1, Wnt act -4.9, PvdQ inh 7.7 and Rtt109 Vps75 -2.1.
Screening Cc1ccc(C(=O)OCC(=O)NCc2cccs2)cc1S(=O)(=O)N1CCOCC1 returned dFosB activator -1.2, SR-BI uptake up 13.3, CDK5 inh -0.1, MITF act -3.6, SR-BI DiI inh -13.3, HTR5A ag 5.3, RTF Ca sens act -4.4, Wnt act -1.4, PvdQ inh -7.2 and Rtt109 Vps75 0.3.
O=C(Cc1ccccc1)Nc1ccc2c(c1)C(=O)N(CC1CCCO1)C2=O (stereo not given) was read as dFosB activator -3.9, SR-BI uptake up 6.6, CDK5 inh 1.2, MITF act 2.1, SR-BI DiI inh -6.6, HTR5A ag 3.8, RTF Ca sens act 2.6, PvdQ inh -3.6 and Rtt109 Vps75 -9.6.
Cc1ccc(NC(=O)Cn2cnc3c(nnn3Cc3ccc(F)cc3)c2=O)cc1 was read as dFosB activator 22.8*, SR-BI uptake up 25.5, CDK5 inh 0.2, MITF act 9.7, SR-BI DiI inh -25.5, HTR5A ag -4.8, RTF Ca sens act 0.2, Wnt act -2.0, PvdQ inh -1.0 and Rtt109 Vps75 -4.5.
Screening CCCCc1nnc(NC(=O)CCN2C(=O)C3CC=CCC3C2=O)s1 (stereo not given) returned dFosB activator 2.5, SR-BI uptake up -4.8, CDK5 inh -4.9, MITF act 2.8, SR-BI DiI inh 4.8, HTR5A ag 14.4, RTF Ca sens act 2.7, Wnt act -5.8, PvdQ inh -11.8 and Rtt109 Vps75 -3.5.
For CCCn1c2c(c(O)c(C(=O)Nc3ccc(OC)cc3)c1=O)CCCC2 the results were dFosB activator 7.5, SR-BI uptake up -26.1, CDK5 inh -0.4, MITF act 15.0, SR-BI DiI inh 26.1, HTR5A ag 7.7, RTF Ca sens act -1.2, PvdQ inh 2.8 and Rtt109 Vps75 12.6.
Screening Cc1cc(C)n(-c2ccc(C(=O)OCC(=O)c3c(N)n(C)c(=O)n(C)c3=O)cc2)n1 returned dFosB activator -5.8, SR-BI uptake up -24.5, CDK5 inh 1.6, SR-BI DiI inh 24.5, HTR5A ag 2.6, RTF Ca sens act -0.9, Wnt act -1.5, PvdQ inh 2.1 and Rtt109 Vps75 -2.4.
Screening Cc1ccc(C(=O)N2CCN(c3ccc(NC(=O)c4ccc5c(c4)OCCO5)cc3)CC2)cc1 returned dFosB activator 6.1, SR-BI uptake up -32.6, CDK5 inh 0.4, MITF act -45.9, SR-BI DiI inh 32.6, HTR5A ag 3.6, RTF Ca sens act -0.5, Wnt act -2.4, PvdQ inh -3.2 and Rtt109 Vps75 -2.9.
For Cc1cccc(N(Cc2ccccc2)C(=O)c2ccc(CS(C)(=O)=O)cc2)c1 the results were dFosB activator -12.8, SR-BI uptake up 10.9, CDK5 inh 0.1, MITF act -4.3, SR-BI DiI inh -10.9, HTR5A ag -1.3, RTF Ca sens act -10.8, Wnt act 0.4, PvdQ inh -14.3 and Rtt109 Vps75 0.4.
`CC1(C)C(=O)Nc2ccccc2N1C(=O)c1ccc([N+](=O)[O-])cc1` gave dFosB activator -9.0, SR-BI uptake up -66.3, CDK5 inh 2.6, SR-BI DiI inh 66.3, HTR5A ag 2.9, RTF Ca sens act -4.7, Wnt act 0.7, PvdQ inh 2.4 and Rtt109 Vps75 -3.2.
Screening O=C(c1cc(F)c(F)cc1Cl)N1CCCCC1 returned dFosB activator 1.2, SR-BI uptake up 6.0, CDK5 inh -1.4, MITF act 3.9, SR-BI DiI inh -6.0, HTR5A ag 0.1, RTF Ca sens act -4.2, PvdQ inh 2.3 and Rtt109 Vps75 -2.6.
`O=c1[nH]c(CN2CCN(CCO)CC2)nc2ccccc12` gave dFosB activator -1.2, SR-BI uptake up 9.0, CDK5 inh 2.1, MITF act -14.1, SR-BI DiI inh -9.0, HTR5A ag -2.0, RTF Ca sens act 2.7, PvdQ inh -16.6 and Rtt109 Vps75 -11.9.
For COc1ccc(-c2cc3ccccc3n2CC(O)CNCCO)cc1 (stereo not given) the results were dFosB activator -15.1, SR-BI uptake up 3.1, CDK5 inh -1.1, MITF act -9.9, SR-BI DiI inh -3.1, HTR5A ag 6.3, RTF Ca sens act 6.1, PvdQ inh -15.5 and Rtt109 Vps75 0.7.
`O=C(O)c1ccc(NC(=S)NC(=O)c2cccnc2)cc1` gave dFosB activator 3.5, SR-BI uptake up 11.5, CDK5 inh 1.6, MITF act -10.2, SR-BI DiI inh -11.6, HTR5A ag -5.1, RTF Ca sens act 1.9, Wnt act 0.9, PvdQ inh -17.5 and Rtt109 Vps75 -0.5.
For CCOC(=O)C1C2C=CC3(CN(Cc4cccs4)C(=O)C13)O2 (stereo not given) the results were dFosB activator -14.8, SR-BI uptake up 10.7, CDK5 inh 2.9, SR-BI DiI inh -10.7, HTR5A ag 3.9, RTF Ca sens act 12.7, PvdQ inh -6.8 and Rtt109 Vps75 7.5.
Screening CC(C)c1cccc(C(C)C)c1OC(=O)[C@H]1OC(c2ccc(Br)cc2)=C[C@@H]1c1ccc(Br)cc1 returned dFosB activator 2.5, SR-BI uptake up -36.6, CDK5 inh -4.9, MITF act 4.1, SR-BI DiI inh 36.6, HTR5A ag 5.8, RTF Ca sens act 9.3, Wnt act -6.4, PvdQ inh -22.0 and Rtt109 Vps75 0.0.
Screening COC(CN(C)C(C(=O)NC1CCCCC1)c1ccccc1)OC (stereo not given) returned dFosB activator -4.7, SR-BI uptake up 5.6, CDK5 inh -4.1, MITF act 5.5, SR-BI DiI inh -5.6, HTR5A ag 2.0, RTF Ca sens act 6.1, Wnt act -0.8, PvdQ inh -15.4 and Rtt109 Vps75 -8.8.
For Cc1cccc2c1NC(=O)C2(O)N1CCCC(C)C1 (stereo not given) the results were dFosB activator -2.5, SR-BI uptake up -2.4, CDK5 inh 0.0, MITF act 2.6, SR-BI DiI inh 2.4, HTR5A ag -0.8, RTF Ca sens act -2.3, Wnt act -1.0, PvdQ inh -1.0 and Rtt109 Vps75 -5.0.
`COC(=O)c1[nH]c2ccc(C)cc2c1NC(=O)C(C)N1CCN(C2CCCCC2)CC1` (stereo not given) gave dFosB activator -8.6, SR-BI uptake up 19.1, CDK5 inh -6.5, MITF act 3.3, SR-BI DiI inh -19.1, HTR5A ag 1.9, RTF Ca sens act 16.7, PvdQ inh -4.8 and Rtt109 Vps75 10.9.
For CCn1ncc(C2=NOC(C(=O)Nc3c(C)n(C)n(-c4ccccc4)c3=O)C2)c1C (stereo not given) the results were dFosB activator 6.5, CDK5 inh 0.2, MITF act -1.8, HTR5A ag 3.5, RTF Ca sens act 3.2, Wnt act -1.8, PvdQ inh 4.8 and Rtt109 Vps75 8.4.
OCCC1CN(Cc2ccc(C(F)(F)F)cc2)CCN1Cc1ccccc1 (stereo not given) was read as dFosB activator -8.1, SR-BI uptake up 11.4, CDK5 inh 1.3, MITF act 2.4, SR-BI DiI inh -11.4, HTR5A ag 4.5, RTF Ca sens act 3.6, Wnt act -2.3, PvdQ inh -16.1 and Rtt109 Vps75 -7.8.
Screening CSC1=NCCN1C(=O)c1ccc(S(=O)(=O)N(C)C)cc1 returned dFosB activator 3.8, CDK5 inh 2.1, MITF act -3.5, HTR5A ag 2.9, RTF Ca sens act 2.6, Wnt act -4.9, PvdQ inh -7.3 and Rtt109 Vps75 2.6.
